Assay outcomes (PubChem BioAssay)
GRIN3A LBD mod: binders of NR3A ligand-binding domain, primary screen, biophysical, differential scanning fluorimetry, uHTS; AID 1259313, 2017; 340,000 compounds, 2.5% hits; Tm shift relative to glycine control, % at 25 µM; NR3A LBD differential scanning fluorimetry, Tm shift; 0% = protein alone, 100% = glycine-bound protein;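 active = melting temperature shift of at least 10% of the positive control shift, at one fixed dose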
TIM10 inh: growth inhibitors of isogenic TIM10 control yeast, primary screen, counter-screen for tim10-1 yeast inhibitor project, luminescence, uHTS; inhibition, % at 10 µM; 330,000 compounds, 1.4% hits; S. cerevisiae TIM10 strain growth, BacTiter-Glo luminescence, 24 h; AID 463195, 2010;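 active = inhibition of 40% or more at the single tested concentration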;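 note: wild-type TIM10 isogenic control strain grown at permissive 25 °C; 0% = DMSO yeast wells and 100% = minimal medium wells without yeast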
tim23-1 inh: growth inhibitors of tim23-1 mutant yeast, primary screen, luminescence, uHTS. S. cerevisiae tim23-1 growth, BacTiter-Glo luminescence, 24 h. inhibition, % at 20 µM. 330,000 compounds, 1.3% hits;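 active = growth inhibition of the mutant yeast at or above 50%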;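 note: temperature-sensitive mutant grown at 25 °C; plate controls were DMSO-treated mutant yeast for no effect and medium wells lacking yeast for full effect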
APJ agonist: agonists of human apelin receptor APJ, primary screen, CHO-K1 cells, PathHunter beta-arrestin, luminescence; 0% DMSO wells, 100% apelin; activation, % at 20 µM; 330,000 compounds, 0.11% hits; AID 2520, 2010;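 active = activation more than six SD over the plate average, tested at 20 µM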;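 note: 0% = DMSO alone and 100% = apelin-13 at 10 nM; some results filed as inactive read as strong as hits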
Target sequence (P35414 whole entry, looked up): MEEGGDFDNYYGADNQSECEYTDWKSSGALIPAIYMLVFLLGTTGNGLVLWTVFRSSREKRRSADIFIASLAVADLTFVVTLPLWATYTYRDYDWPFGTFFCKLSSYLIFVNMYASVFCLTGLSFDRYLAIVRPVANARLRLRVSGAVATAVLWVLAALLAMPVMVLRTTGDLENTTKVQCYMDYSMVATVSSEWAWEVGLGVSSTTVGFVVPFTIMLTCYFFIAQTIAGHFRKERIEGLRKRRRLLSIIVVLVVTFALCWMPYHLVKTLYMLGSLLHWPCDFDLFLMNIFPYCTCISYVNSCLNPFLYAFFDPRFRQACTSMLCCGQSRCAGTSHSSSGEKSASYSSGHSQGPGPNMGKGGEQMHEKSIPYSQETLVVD
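assay system = CHO-K1 APJ beta-arrestin complementation cell line | input = cell density 1000 per well | dosing = compound 20 µM once, DMSO 1% | timing = compound 90 min 25 °C, reagent 1 h | measured by = luminescence from split beta-galactosidase complementation, Galacton Star/Emerald II substrate | read-out basis = APJ agonist activity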
tim10-1 inh: growth inhibitors of tim10-1 mutant yeast, primary screen, luminescence, uHTS; inhibition, % at 20 µM; AID 463190, 2010; S. cerevisiae tim10-1 ts strain growth, BacTiter-Glo, 24 h; 330,000 compounds, 2.2% hits;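 active = inhibition of at least 40%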;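 note: mutant grown at 25 °C; 0% = DMSO wells with yeast and 100% = wells holding no yeast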
APJ antagonist: antagonists of human apelin receptor APJ, primary screen, CHO-K1 cells, beta-arrestin complementation, luminescence; P35414; 330,000 compounds, 0.32% hits; inhibition, % at 20 µM;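 active = inhibition above about 40% at 20 µM, limit read from the data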;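 note: cells challenged with 10 nM apelin-13 agonist together with compound; plate controls were apelin-13 plus DMSO wells for no effect and DMSO wells lacking apelin-13 for full effect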
MPTP block: mitochondrial permeability transition pore inhibitors, primary screen, biochemical, isolated mouse mitochondria, absorbance; Ca2+ swelling absorbance, 30 min; inhibition, % at 10 µM; 360,000 compounds, 1.4% hits; AID 602449, 2012;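 active = inhibition of 50% or more, scaled per plate between neutral and stimulator controls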;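 note: 0% = DMSO wells given calcium and 100% = 1 mM EGTA wells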
beta cell repl: inducers of MIN6 beta-cell proliferation, primary screen, ATP luminescence, uHTS | MIN6 cells proliferation, ATPlite luminescence, 48 h; cells starved in 0.2% serum; 100% = growth in 10% serum | proliferation, % at 10 µM | 330,000 compounds, 0.29% hits;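 active = compounds whose signal lies at least 3.5 SD above the mean of all wells on their plate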;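 note: 0% = DMSO-treated cells in low-serum medium and 100% = 10% serum control; some compounds called inactive have numbers as strong as hits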
NALP3 yeast inh: NALP3 inflammasome inhibitors in reconstituted yeast, primary screen, luminescence, uHTS; Yeast reconstituted NLRP3/ASC/caspase-1, beta-gal luminescence, 24 h; inhibition, % at 10 µM; 330,000 compounds, 0.39% hits;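 active = inhibition of 50% or more; inactive = inhibition below 50%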;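 note: plate controls were induced DMSO wells for no effect and uninduced yeast grown without galactose for full effect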
An asterisk follows results filed as active; / = not tested or not shown. Compounds were not picked by outcome (roughly 7.2% active in at least one column).

SMILES	GRIN3A LBD mod	TIM10 inh	tim23-1 inh	APJ agonist	tim10-1 inh	APJ antagonist	MPTP block	beta cell repl	NALP3 yeast inh
COc1cc2c(cc1OC)CN(CC(=O)Nc1ccc(S(=O)(=O)N3CCCC3)cc1)CC2	1	17	13	-1	13	-3	-0.5	-1	17
COc1cccc2cc(C(=O)Nc3ccc(S(=O)(=O)NCC4CCCO4)cc3)c(=O)oc12 (stereo unspecified)	-1	12	-8	-3	-6	-7	3.6	2	10
Cc1c(C=O)c2ccccn2c1C(=O)c1cccc([N+](=O)[O-])c1	0	7	-6	-2	4	-17	0.1	1	18
Cc1cc(C)c(S(=O)(=O)n2c([N+](=O)[O-])cnc2C)c(C)c1	-1	6	-5	-2	4	0	0.3	-1	12
Cc1ccccc1OCC(=O)NC(Cc1c[nH]c2ccccc12)C(=O)O (stereo unspecified)	2	8	-11	-3	4	1	0.3	-1	12
O=C(O)c1nc(-c2ccccc2)n(-c2cccc(C(F)(F)F)c2)n1	-1	11	-10	-1	6	23	-0.7	-2	-7
C#CCOCCOCCOCCNc1nc(N2CCN(C(=O)[C@H](CCCCN)n3cc([C@@H](N)C(C)CC)nn3)CC2)nc(N2CCN(C(=O)[C@H](CCCCN)n3cc([C@@H](N)CO)nn3)CC2)n1 (stereo partly specified)	/	3	7	0	-20	15	/	-1	16
CCCC(=O)Nc1nnc(CC(=O)OCC)s1	1	-7	0	-2	6	-5	-1.2	-2	27
O=C(Nc1nnc(-c2ccc(F)cc2)s1)C1CCN(S(=O)(=O)c2ccc(Cl)cc2)CC1	-3	-11	-25	3	-11	12	2.2	0	2
CCn1cnc2cc(NC(=O)c3ccc(C)cc3)ccc21	-2	12	33	2	-34	11	0.7	-2	9
CCN(CC)C(=S)Oc1c(Cl)cccc1Cl	0	-7	-8	-3	-23	6	2.4	-1	12
C#CCNC(=O)C1=C[C@H](c2coc3ccccc3c2=O)C[C@H](OCCCCO)O1	1	1	10	-3	19	-2	-1.1	-2	18
CNC(=O)C1CCN(S(=O)(=O)c2c(C)noc2/C=C/c2cccc(OC)c2)CC1	0	12	14	-3	6	18	0.5	-3	-1
Cc1nc(-c2ccccn2)nc(SCC(=O)c2ccccc2)c1Cl	-1	36	40	-2	24	21	-0.1	-1	30
N#Cc1nc(-c2ccc(OCc3ccc(Cl)cc3)cc2)oc1NCc1cccnc1	-1	6	9	8	13	-3	2.9	-3	15
Cc1ccc(/C=C/C(=O)O)cc1S(=O)(=O)Nc1ccccc1C(=O)O	1	-19	8	-3	-1	12	-1.3	-1	6
CN(C)CCOC(=O)c1ccc(COc2ccccc2Br)o1	3	-4	-10	-2	-19	0	1.0	-2	12
C=C1CC[C@H](O)C/C1=C/C=C1\CCC[C@]2(C)[C@@H]([C@H](C)/C=C/[C@H](C)C(C)C)CC[C@@H]12	-5	10	7	11	15	-1	-0.3	-8	15
OC(c1ccc(Cl)cc1)C(CN1CCOCC1)c1ccccc1 (stereo unspecified)	-4	3	32	-1	37	11	0.7	-1	27
CN(Cc1cc2ccccc2[nH]c1=O)S(=O)(=O)c1ccccc1	-1	-10	4	-8	3	-10	0.9	-2	21
O=C(c1ccc(S(=O)(=O)NCC2CCCO2)cc1)N1CCN(c2ccccc2F)CC1 (stereo unspecified)	0	-3	9	-2	3	-7	-0.4	2	1
O=C(CN(C(=O)c1csnn1)c1ccccc1)NCCc1ccccc1	-1	11	1	-3	-6	-6	-0.5	1	5
O=C(COc1ccc(S(=O)(=O)N2CCOCC2)cc1)N1CCN(c2ccccc2)CC1	2	9	16	-2	9	-15	1.3	-3	1
COc1cccc2sc(N(CCCN(C)C)C(=O)c3ccc(S(=O)(=O)N4CCc5ccccc5C4)cc3)nc12	1	8	1	18	26	12	-0.2	-7	12
COCCn1c(C)nnc1SCC(=O)NNC(=O)c1ccc(Br)cc1	-1	-21	4	-1	6	4	-0.4	-5	13

9 compounds already listed, ordered by heavy-atom count, lowest first.
SMILES	GRIN3A LBD mod	TIM10 inh	tim23-1 inh	APJ agonist	tim10-1 inh	APJ antagonist	MPTP block	beta cell repl	NALP3 yeast inh
CCN(CC)C(=S)Oc1c(Cl)cccc1Cl	0	-7	-8	-3	-23	6	2.4	-1	12
CCCC(=O)Nc1nnc(CC(=O)OCC)s1	1	-7	0	-2	6	-5	-1.2	-2	27
Cc1c(C=O)c2ccccn2c1C(=O)c1cccc([N+](=O)[O-])c1	0	7	-6	-2	4	-17	0.1	1	18
COCCn1c(C)nnc1SCC(=O)NNC(=O)c1ccc(Br)cc1	-1	-21	4	-1	6	4	-0.4	-5	13
O=C(CN(C(=O)c1csnn1)c1ccccc1)NCCc1ccccc1	-1	11	1	-3	-6	-6	-0.5	1	5
C#CCNC(=O)C1=C[C@H](c2coc3ccccc3c2=O)C[C@H](OCCCCO)O1	1	1	10	-3	19	-2	-1.1	-2	18
N#Cc1nc(-c2ccc(OCc3ccc(Cl)cc3)cc2)oc1NCc1cccnc1	-1	6	9	8	13	-3	2.9	-3	15
O=C(c1ccc(S(=O)(=O)NCC2CCCO2)cc1)N1CCN(c2ccccc2F)CC1 (stereo unspecified)	0	-3	9	-2	3	-7	-0.4	2	1
COc1cccc2sc(N(CCCN(C)C)C(=O)c3ccc(S(=O)(=O)N4CCc5ccccc5C4)cc3)nc12	1	8	1	18	26	12	-0.2	-7	12

Continuation.
SMILES	GRIN3A LBD mod	TIM10 inh	tim23-1 inh	APJ agonist	tim10-1 inh	APJ antagonist	MPTP block	beta cell repl	NALP3 yeast inh
CCCc1nc2nc(C)c(NS(=O)(=O)c3ccc(F)cc3)c(=O)n2[nH]1	-2	-3	7	1	1	22	-0.5	7	23
CC(C)N(C(=O)Cn1cc(S(=O)(=O)CC(=O)NCc2ccc(F)cc2)c2ccccc21)C(C)C	1	11	0	-1	4	2	-1.8	4	10
O=C(CCN1CCN(CC(=O)Nc2ccccc2Cl)CC1)Nc1ccccc1F	0	-1	-3	-1	-4	7	-1.6	0	0
O=C(CN1CCN(c2ccc(F)cc2)CC1)Nc1ccccc1[N+](=O)[O-]	1	22	21	0	21	10	0.5	-2	-5
O=C(Nc1cccc(Cl)c1N1CCCC1)c1cccc(-c2cc3ccccc3oc2=O)c1	-4	14	15	-2	9	-30	-1.4	-5	2
O=C(C1CCCCC1)N1CCN(c2ncccn2)CC1	1	-11	7	0	-2	2	-0.2	-3	16
O=C(COc1ccc(Cl)cc1)NCc1nnc(SCC(=O)Nc2ccccc2)o1	0	-3	0	0	22	-9	-1.5	1	0
COc1ccc(S(=O)(=O)N(CC(=O)NN=C2CCN(C)CC2)c2cc(Cl)ccc2OC)cc1OC	-2	0	14	-2	-3	6	4.1	0	28
Cc1ccc(S(=O)(=O)N2CCN(CC(=O)NC(=O)NCc3ccccc3)CC2)cc1C	0	2	15	-1	8	3	1.1	-1	-12
O=C(O)c1cnn(-c2ccccc2)c1C(F)(F)F	-2	5	6	-4	-4	2	-1.4	-1	8
CCOC(=O)c1[nH]c(C)c(C(=O)Nc2ccc3c(c2)CCC3)c1C	-2	0	3	-2	-7	-13	0.4	-2	6
CCCCCN(C(=O)CCC(=O)OCC(=O)Nc1cccc(CC)c1)c1c(N)n(CCCC)c(=O)[nH]c1=O	2	-8	3	-2	-5	-18	-0.9	-3	-8
C[C@H](CO)N1C[C@H](C)[C@@H](CN(C)C(=O)Nc2ccc(C(F)(F)F)cc2)Oc2ccc(NC(=O)NC3CCCCC3)cc2C1=O	4	7	18	-5	22	-8	-0.4	-2	2
O=C(CSc1nccn1-c1ccc(Cl)cc1)NCc1ccc2c(c1)OCO2	-1	-9	17	-3	17	-64	-1.8	5	20
CC(C)Sc1nc2c(c(=O)[nH]c(=O)n2C)n1Cc1ccccc1	-1	-14	24	0	-4	10	3.7	0	-3
CCOC(=O)N1CCN(C(=O)CNC(=O)c2nn(-c3ccc(OC)c(Cl)c3)c(=O)c3ccccc23)CC1	-1	16	11	2	5	22	0.5	0	5
Cc1c(NC(=O)COc2ccc(C(C)C)cc2)c(=O)n(-c2ccccc2)n1C	0	-2	6	1	-10	16	-0.3	0	9
CC1(c2ccccc2)NC(=O)N(CC(=O)Nc2ccc(N3CCOCC3)cc2)C1=O (stereo unspecified)	0	1	-10	0	-21	12	-0.5	-3	5
COc1ccccc1C(C)Nc1ccc(S(=O)(=O)N2CCN(C)CC2)cc1[N+](=O)[O-] (stereo unspecified)	-2	16	26	-3	27	-2	-0.2	-3	9
O=C(/C=C/c1ccc(Cl)cc1Cl)Nc1cccc(S(=O)(=O)NC2=NCCCCC2)c1	4	3	-2	2	-10	4	-2.6	-5	-6
CN(C)CCOC(=O)C12CC3(C)CC(C)(CC(C)(C3)C1)C2	0	1	4	-4	-1	9	-1.2	4	21
O=C(NN1CCCCC1)c1ccc(COc2ccc(Cl)cc2)cc1	-1	-6	-8	0	-8	-2	3.5	-1	16
Cc1cccc(C(=O)NCC(=O)OCc2nc(N)nc(Nc3ccccc3C)n2)c1	1	10	-8	-2	1	-7	-1.1	3	7
CC(C)CC1NC(=O)N(CC(=O)Nc2ccc3c(c2)OCCO3)C1=O (stereo unspecified)	2	0	5	-4	-10	3	-1.7	-1	12
O=C(CN1CCN(Cc2cccc(F)c2)CC1)NCc1ccccc1	-2	-3	1	-2	16	-10	-0.7	-3	16
SMILES	GRIN3A LBD mod	TIM10 inh	tim23-1 inh	APJ agonist	tim10-1 inh	APJ antagonist	MPTP block	beta cell repl	NALP3 yeast inh
O=C(Cn1cc(C(=O)c2cccs2)c2ccccc21)NCC1CCCO1 (stereo unspecified)	5	9	3	-5	-4	-6	0.0	1	0
Cc1noc(C)c1CN1C(=O)NC2(CCCCCCC2)C1=O	-1	-7	14	2	15	-11	-2.6	1	14
CCNC(=O)CCSc1nc2cc(Cl)ccc2o1	0	8	1	-4	4	18	-0.2	-3	22
CN(C)C(CNC(=O)c1ccc(NS(=O)(=O)c2cccc([N+](=O)[O-])c2)cc1)c1ccco1 (stereo unspecified)	0	1	9	-2	9	4	-0.5	0	1
O=C(NCCN1C(=O)S/C(=C\c2ccccc2F)C1=O)C1CCN(S(=O)(=O)c2cccs2)CC1	-18	10	-5	-1	7	-2	5.0	-5	-9
C=CCn1c(NCc2ccccc2)nc2ccccc21	0	-7	-4	0	7	8	0.9	1	6
CCOC(=O)C1CCN(C(=O)Cn2cc(C(=O)C3CC3)c3ccccc32)CC1	-1	13	16	-5	14	-3	1.1	-1	16
